ARNT TACC3 PPI – disruptors of human ARNT/TACC3 interaction; inhibition, % at 9.99 µM; 390,000 compounds, 0.66% hits; AlphaScreen His-ARNT PAS-B/GST-TACC3 binding, luminescence; TACC3 fragment carries E629A point mutation; Q9Y6A5; AID 623870;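 active means mean inhibition of replicates at least 50% and at least half of replicates each reaching 50%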;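 further: 0% = complete ARNT plus TACC3 wells and 100% = ARNT alone without TACC3; many hits fall short of the cut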
RAD54 branch – inhibitors of human RAD54 branch migration; RAD54 Holliday junction branch migration, FAM/BHQ fluorescence; inhibition, % at 10.4 µM; Q92698; 360,000 compounds, 0.14% hits;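 active means mean normalized replicate activity at least 40 and at least half of replicates scoring 40 or more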;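 further: 0% = median of neutral control wells and 100% = median of positive control wells; inhibitors cause a drop in the FAM fluorescence signal; in these data hits start at about 50%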
Target sequence (Q92698 whole entry, looked up): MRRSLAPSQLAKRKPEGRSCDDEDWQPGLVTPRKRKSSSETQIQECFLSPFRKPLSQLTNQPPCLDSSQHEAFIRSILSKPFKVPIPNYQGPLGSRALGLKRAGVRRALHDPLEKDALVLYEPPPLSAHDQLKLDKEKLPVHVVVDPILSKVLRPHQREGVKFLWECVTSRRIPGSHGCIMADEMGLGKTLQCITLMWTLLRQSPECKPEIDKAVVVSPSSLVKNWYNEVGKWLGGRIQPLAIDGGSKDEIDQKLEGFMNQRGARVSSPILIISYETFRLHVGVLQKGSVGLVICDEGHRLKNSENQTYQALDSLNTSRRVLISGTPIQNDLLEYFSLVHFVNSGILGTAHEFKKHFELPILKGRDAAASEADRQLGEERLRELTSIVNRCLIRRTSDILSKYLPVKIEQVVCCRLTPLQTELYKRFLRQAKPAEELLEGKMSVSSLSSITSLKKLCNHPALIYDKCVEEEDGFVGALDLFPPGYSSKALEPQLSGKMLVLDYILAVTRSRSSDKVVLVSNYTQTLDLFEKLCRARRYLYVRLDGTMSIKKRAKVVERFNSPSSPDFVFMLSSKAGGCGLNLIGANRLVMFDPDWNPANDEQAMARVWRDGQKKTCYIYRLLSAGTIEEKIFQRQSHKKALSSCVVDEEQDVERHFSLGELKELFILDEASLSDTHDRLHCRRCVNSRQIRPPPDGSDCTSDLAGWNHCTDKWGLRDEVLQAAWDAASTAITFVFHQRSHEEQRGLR
PglD inh – PglD (C. jejuni) enzyme inhibition; 360,000 compounds, 0.098% hits; purified PglD enzyme, DTNB colorimetric CoA detection; inhibition, % at 12.5 µM; AID 602405; in the data active means inhibition above about 16%, passing the limit was not always enough; further: strong numbers were not always called active
ERp5 block – blocks human ERp5 reductase activity on insulin. Q15084. 350,000 compounds, 0.05% hits. AID 651711. inhibition, % at 9.99 µM. ERp5 insulin aggregation, absorbance 650 nm, 90 min;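 active means mean replicate inhibition above about 25%, with every replicate also reaching it, limit read from the data, passing the limit was not always enough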
E-selectin induc – induces E-selectin expression in human endothelial cells; HUVEC E-selectin immunofluorescence imaging; normalized: neutral wells 0, TNF-alpha wells 100; 260,000 compounds, 0.37% hits; activation, % at 7.58 µM;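 active means mean E-selectin-positive cell signal at least 10% of the positive control, reached in at least 60% of replicates, without over 20% cell loss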;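 further: in these data hits start at about 27%; measured in HUVEC primary endothelial cells; signal is the percent of cells scored E-selectin positive by PE staining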
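Test system: HUVEC; input: 3,000 HUVEC/well; measured by: immunofluorescence imaging; read-out: % PE-positive cells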
Casp6 inh – inhibitors of human caspase-6; P55212; purified caspase-6, Z-VEID-R110 cleavage fluorescence; inhibition, % at 12.5 µM; 350,000 compounds, 0.53% hits;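 active means mean inhibition across replicates at least about 35%, with every replicate also reaching that limit, limit read from the data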;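 further: 0% = median of neutral control wells and 100% = no fluorescence left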
Target sequence (P55212 24-179 limits assumed): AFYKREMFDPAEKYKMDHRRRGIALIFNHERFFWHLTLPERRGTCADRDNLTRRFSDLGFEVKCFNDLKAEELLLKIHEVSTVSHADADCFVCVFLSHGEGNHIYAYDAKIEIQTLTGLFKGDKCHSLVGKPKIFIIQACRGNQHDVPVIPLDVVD
Target sequence (P55212 194-293 limits assumed): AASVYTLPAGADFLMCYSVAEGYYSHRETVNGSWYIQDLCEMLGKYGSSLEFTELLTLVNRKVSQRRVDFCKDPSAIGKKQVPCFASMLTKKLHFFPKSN
esBAF inh – inhibitors of esBAF chromatin remodeling in mouse ES cells; 350,000 compounds, 2% hits; reporter increase, % at 12.5 µM; Bmi1-luciferase knock-in reporter, 24 h; 100% = twice the neutral-well signal; in the data active means activation above about 40%;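 further: 0% = median of the plate's neutral control wells and 100% = double that signal; a rise in the Bmi1 reporter signal indicates esBAF inhibition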
RAD52 anneal inh – inhibitors of human RAD52 DNA annealing. AID 651710. 360,000 compounds, 0.46% hits. inhibition, % at 18.7 µM. P43351. recombinant RAD52 DNA annealing, FRET fluorescence;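 active means every replicate showing at least 50% inhibition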
An asterisk follows results filed as active; x = no result given; & = joins results of further samples.

SMILES	ARNT TACC3 PPI	RAD54 branch	PglD inh	ERp5 block	E-selectin induc	Casp6 inh	esBAF inh	RAD52 anneal inh
CC(=O)N1CC(c2ccccc2)C(c2ccc(Cl)cc2)=N1 (stereo unspecified)	4	-8	3	6	x	2	-7	-2
COc1cccc(OCCCCSc2ncccn2)c1	-11	-6	-6	x	x	x	55*	x
Cc1c(S(=O)(=O)N2CCN(c3ccccc3)CC2)c(=O)n(C)c(=O)n1C	0	-1	-3	-7	-0.2	2	4	-7
C/C=C/c1ccc2c(c1)O[C@H](CN(C)Cc1ccccn1)[C@@H](C)CN([C@H](C)CO)S2(=O)=O	7	5	-1	-7	-0.1	1	3	-5
CCCS(=O)(=O)NC(=O)C1(C)CCN(C(=O)c2ccccc2OC(C)=O)C1 (stereo unspecified)	x	-6	-5	3	-0.1	-1	4	-12
Cc1ccc(Nc2ccc(C(F)(F)F)cc2[N+](=O)[O-])cc1	10	-1	-5	4	x	0	x	-17
CO[C@H]1CN(C)C(=O)c2ccc(NC(C)=O)cc2OC[C@H](C)N(C(=O)CN2CCOCC2)C[C@@H]1C	-10	0	6	-4	-0.3	0	1	-3
COCCN(C(=O)CSc1nc2ccc(Cl)cc2[nH]1)c1c(N)n(Cc2ccccc2)c(=O)[nH]c1=O	5	5	-2	-6	0.1	4	x	7
CC(C)NC(=O)N[C@@H]1CC[C@@H](CCNC(=O)C2CCCC2)O[C@H]1CO	x	1	0	5	-0.3	-6	0	-3
N#CCC(=O)Nc1cc(C(F)(F)F)ccc1N1CCOCC1	3	x	x	-1	0.0	-2	x	-10
Cn1c(=O)n(C)c2cc(CN3C(=O)OC(C)(C)C3(C)O)ccc21 (stereo unspecified)	1	5	1	4	-0.1	-3	0	4
O=C(C[C@@H]1CC[C@@H]2[C@H](COC[C@H](O)CN2S(=O)(=O)c2cccc(F)c2)O1)NCc1ccncn1	2	2	0	x	-0.1	x	-1	x
Cc1cc(C(=O)COC(=O)c2ccc3c(c2)NC(=O)CS3)c(C)n1CCc1ccc(Cl)cc1	-2	x	x	1	x	-4	x	-8
C[C@H]1CN([C@@H](C)CO)C(=O)c2cc(C#CC3CC3)cnc2O[C@@H]1CN(C)Cc1ccccn1	31	-1	2	-6	-0.3	-1	-1	1
O=C(Nc1ccc2c(c1)OCCO2)C(CCc1ccccc1)N1CCN(c2ccc(F)cc2)CC1 (stereo unspecified)	x	-3	-1	0	-0.5	0	-9	-12
CC(C)(C)OC(=O)N1CCC[C@H]1c1nnc(SCC(=O)Nc2ccc(Br)cc2)o1	-3	-2	5	4	0.1	-3	x	-12
Cc1nc2ccc(NS(=O)(=O)c3ccc(F)cc3)cc2s1	-6	x	x	-2	x	-1	x	-10
COC(=O)c1ccc(COc2ccc(/C=N/O)cc2OC)o1	-1	-5	-2	-6	x	1	24	0
COc1cc(/C=N/NC(=O)c2nc3ccccn3c2C)cc(OC)c1O	4	x	x	-3	-0.1	6	x	-2
COCCCN1C(=O)C2C(C(=O)Nc3cc(C)cc(C)c3)C3C=CC2(O3)C1C(=O)NC1CCCCC1 (stereo unspecified)	-25	-3	-7	0	x	14	-6	-9
CN(C)c1ccc2c(c1)[C@H]1C[C@H](CC(=O)NCc3ccc(Oc4ccccc4)cc3)O[C@@H](CO)[C@H]1O2	31	5	-2	-4	-0.4	-1	6	6
Cn1c(=O)n(C)c2cc(NS(=O)(=O)c3ccc(F)cc3)ccc21	4	x	x	-1	-0.4	-1	x	-9
Cc1cc(CNC(=O)c2ccc3nc(Cc4ccccc4F)oc3c2)nn1C	2	-2	2	20	x	2	69*	3
O=C(c1ccc(F)cc1)C1CCN(S(=O)(=O)c2ccccc2)CC1	-2	x	x	-9	x	-2	x	-10
CCCNC(=O)N(CCOC)CC1CCCN(C2Cc3ccccc3C2)C1 (stereo unspecified)	-14	-13	-4	0	0.2	-1	-5	-15
Oc1ccc(Nc2nc(NCC3CCCO3)c3ccccc3n2)cc1 (stereo unspecified)	19	39	1	x	x	x	1	x
O=C(C[C@H]1CC[C@H](NC(=O)c2ccccc2)[C@@H](CO)O1)NCCc1ccncc1	-3	-4	-1	-1	0.0	1	3	4
CCN(CC(=O)Nc1cc(Cl)ccc1C)C(=O)Cc1sc(C)nc1-c1ccc(F)cc1	0	x	x	5	x	0	3	-18
O=C1c2c(O)cc(O)cc2O[C@H](c2ccc(O)cc2)[C@H]1O	-3	11	5	-2	x	-6	7	0
COc1ccc(NC(=O)N(C)C[C@@H]2Oc3cc(C#CCN(C)C)ccc3S(=O)(=O)N([C@H](C)CO)C[C@H]2C)cc1	-8	-15&-13	-6&-3	-8&-10	0.0	-34&-2	-3&-1	-18&-32
CNC[C@H]1Oc2ccc(NS(=O)(=O)c3ccc(OC)cc3)cc2C(=O)N([C@@H](C)CO)C[C@@H]1C	-4	-1	8	12	0.0	-1	5	-4
CC(C)(C)CNc1cc(N2CCOCC2)ccc1[N+](=O)[O-]	10	-8	5	-2	x	4	-6	-12
C[C@@H]1CN([C@H](C)CO)C(=O)CCCn2nncc2CO[C@H]1CN(C)S(=O)(=O)c1cccs1	-8	6&-1	-2&2	9&-6	-1.5	-14&-1	-7&0	-21&-3
CC(C)CC(=O)Nc1cc(NC(=O)CC(C)C)cc(C(=O)NC(C)(C)C)c1	-2	1	-2	x	x	x	-14	x
COc1cccc(NC(=O)N(C)C[C@H]2Oc3cc(-c4ccccc4OC)ccc3S(=O)(=O)N([C@H](C)CO)C[C@@H]2C)c1	3	3	0	7	-0.2	2	21	-49
Cn1cccc1Cc1nnc(SCC(=O)NC2CCCCC2)n1CCc1ccccc1	29	6	-2	6	-0.1	-2	12	-102
CCC(C)(C)n1nnnc1C(c1ccc(C)cc1)N1CCC(C)CC1 (stereo unspecified)	-10	-4	9	x	x	x	-6	x
CCc1cc2c(CN3CCN(Cc4ccccc4)CC3)cc(=O)oc2cc1O	-1	5	3	4	x	-3	-1	-7
C[C@H]1CN([C@@H](C)CO)S(=O)(=O)c2ccc(C#Cc3ccccc3F)cc2O[C@@H]1CN(C)C(=O)Cc1cccnc1	0	-3	5	1	0.1	-2	-5	-5
CC(C)NC(=O)c1cccc2c(-c3ccc(F)c(F)c3)coc12	x	3	-5	0	0.0	16	6	5
O=C(Cn1nc(Cc2ccncc2)c2ccccc2c1=O)N1CCN(C(=O)c2ccco2)CC1	13	-2	2	9	0.3	-3	-40	-3
CCCc1ccc(S(=O)(=O)Nc2ccc(C)c(NS(C)(=O)=O)c2)cc1	-2	-10	-1	0	-0.2	-3	x	2
C[C@H](CO)N1C[C@H](C)[C@H](CN(C)C(=O)c2ccc3c(c2)OCO3)Oc2ncc(C#CCN(C)C)cc2C1=O	0	-2	-4	3	1.0	-6	0	-2
COCCOC1CCN(C(=O)c2cc(COc3ccc(F)cc3F)on2)CC1	-3	-3	3	-3	x	2	9	0
CC(C)(CO)NS(=O)(=O)c1ccc2c(c1)oc(=O)c1cc(S(=O)(=O)NC(C)(C)CO)ccc12	1	13	7	x	x	x	7	x
COc1ccc(/C=N/NC(=O)c2cc(-c3ccc4c(c3)OCO4)n[nH]2)cc1OC	37	x	x	-7	x	1	x	9
Cc1cc(C(=O)COC(=O)CC2Sc3ccccc3NC2=O)c(C)n1-c1ccccc1 (stereo unspecified)	2	x	x	7	x	-2	x	-38
CC(C)(O)C#Cc1ccc(C(=O)N2CCC(C(N)=O)(N3CCCCC3)CC2)cc1	1	10	-1	x	x	x	0	x
CC(=O)Nc1ccc(SCC(=O)NC(=O)c2ccc(S(=O)(=O)N(C)C)cc2)cc1	3	6	3	18	x	2	7	-6
CC1CCN(C(=O)c2ccc(-n3cnnn3)cc2)CC1	4	-3	-1	x	x	x	-6	x
C[C@H](CO)N1C[C@H](C)[C@@H](CN(C)Cc2ccc(C(=O)O)cc2)OCCCC[C@H](C)Oc2ccc(NC(=O)Nc3ccccc3)cc2C1=O	-3	3	2	-8	x	-1	-11	9
CN(C)/C=C1/NC(=S)NC1=O	-1	x	x	11	0.1	-1	x	1
N#Cc1c(C(F)(F)F)cc(-c2ccc(F)cc2)nc1SCC(=O)O	-4	x	x	5	x	-2	x	-39
COc1ccc2c(/C=N/Nc3ccc(C(=O)O)cc3)c[nH]c2c1	17	-29	0	-1	-0.1	3	32	-115
CC(=O)c1ccc(NC(=O)C(C)N(C)CC(=O)Nc2ccc(N3CCOCC3)cc2)cc1 (stereo unspecified)	-3	0	6	1	3.0	3	-4	-9
CCOC(=O)Cc1csc(NC(=O)CSc2cc(Cl)ccc2Cl)n1	-8	x	x	5	-0.3	-1	x	-6
Cc1onc(-c2ccccc2)c1C(=O)N1CCN(c2ccccn2)CC1	-6	-12	-6	-16	-0.8	-4	4	-6
COc1ccc(C(=O)NCC(c2ccco2)N2CCc3ccccc32)cc1 (stereo unspecified)	-6	x	x	4	4.5	-1	-52	-6
O=C(NC(Nc1ccccn1)C(Cl)(Cl)Cl)c1ccccc1 (stereo unspecified)	-4	4	11	-5	0.1	-2	6	-14
Cc1ccc(C)c(-n2c(CNc3ccc(F)cc3)nnc2SCC(N)=O)c1	-27	-6	-7	2	x	0	-2	-6
COc1ccc(C2C(C(C)=O)=C(C)N=c3s/c(=C\c4ccco4)c(=O)n32)c(OC)c1 (stereo unspecified)	11	8	-19	x	x	x	-5	x

Filtered by structure: the compounds so far containing an aryl methoxy group.
SMILES	ARNT TACC3 PPI	RAD54 branch	PglD inh	ERp5 block	E-selectin induc	Casp6 inh	esBAF inh	RAD52 anneal inh
COc1cccc(OCCCCSc2ncccn2)c1	-11	-6	-6	x	x	x	55*	x
COC(=O)c1ccc(COc2ccc(/C=N/O)cc2OC)o1	-1	-5	-2	-6	x	1	24	0
COc1cc(/C=N/NC(=O)c2nc3ccccn3c2C)cc(OC)c1O	4	x	x	-3	-0.1	6	x	-2
COc1ccc(NC(=O)N(C)C[C@@H]2Oc3cc(C#CCN(C)C)ccc3S(=O)(=O)N([C@H](C)CO)C[C@H]2C)cc1	-8	-15&-13	-6&-3	-8&-10	0.0	-34&-2	-3&-1	-18&-32
CNC[C@H]1Oc2ccc(NS(=O)(=O)c3ccc(OC)cc3)cc2C(=O)N([C@@H](C)CO)C[C@@H]1C	-4	-1	8	12	0.0	-1	5	-4
COc1cccc(NC(=O)N(C)C[C@H]2Oc3cc(-c4ccccc4OC)ccc3S(=O)(=O)N([C@H](C)CO)C[C@@H]2C)c1	3	3	0	7	-0.2	2	21	-49
COc1ccc(/C=N/NC(=O)c2cc(-c3ccc4c(c3)OCO4)n[nH]2)cc1OC	37	x	x	-7	x	1	x	9
COc1ccc2c(/C=N/Nc3ccc(C(=O)O)cc3)c[nH]c2c1	17	-29	0	-1	-0.1	3	32	-115
COc1ccc(C(=O)NCC(c2ccco2)N2CCc3ccccc32)cc1 (stereo unspecified)	-6	x	x	4	4.5	-1	-52	-6
COc1ccc(C2C(C(C)=O)=C(C)N=c3s/c(=C\c4ccco4)c(=O)n32)c(OC)c1 (stereo unspecified)	11	8	-19	x	x	x	-5	x
